Compound activity (PubChem BioAssay)
RAD52 inh = RAD52 (human) annealing inhibition. 360,000 compounds, 0.46% hits. recombinant RAD52 DNA annealing, FRET fluorescence. inhibition, % at 18.7 µM;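 active means every replicate showing at least 50% inhibition; inconclusive means mean inhibition at least 50% but not in every replicate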
Target sequence (P43351 whole entry, looked up): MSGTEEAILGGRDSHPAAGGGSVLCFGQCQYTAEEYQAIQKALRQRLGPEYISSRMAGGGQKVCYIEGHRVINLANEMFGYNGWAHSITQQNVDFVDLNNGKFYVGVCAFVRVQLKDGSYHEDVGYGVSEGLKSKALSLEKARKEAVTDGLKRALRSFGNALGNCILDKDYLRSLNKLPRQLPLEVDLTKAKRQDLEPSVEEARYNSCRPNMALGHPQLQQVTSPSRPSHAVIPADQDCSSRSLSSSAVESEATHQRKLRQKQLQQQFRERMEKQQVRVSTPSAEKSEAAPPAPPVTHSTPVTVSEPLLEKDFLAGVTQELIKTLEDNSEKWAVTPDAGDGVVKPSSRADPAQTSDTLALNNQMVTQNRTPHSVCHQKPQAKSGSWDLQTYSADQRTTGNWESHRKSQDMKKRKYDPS
DENV2 CPE = inhibitors of DENV2 cytopathic effect; 350,000 compounds, 1.7% hits; DENV2-infected cells, cytopathic effect rescue, plate reader; CPE inhibition, % at 9.99 µM; in the data active means CPE inhibition above about 20%, passing the limit was not always enough; inconclusive means no clear call, values can overlap the other calls; tested in BHK-21 cells;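 further: 0% = median of neutral control wells and 100% = median of positive control wells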
Xi reactivation = X-chromosome reactivation activator. AID 743238. activation, % at 7.58 µM. 360,000 compounds, 0.055% hits. XiGFP mouse fibroblasts, % GFP-positive cells imaging, 3 d; cells co-treated with 5-aza-dC sensitizer; scaled so ellipticine positive control = 100%;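 active means mean normalized replicate activation at least 10% and every replicate at or above 10%; inconclusive means only one of the two criteria met; inactive means mean below 10% and not all replicates reach 10%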;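 further: 0% = median of on-plate neutral control wells and 100% = ellipticine 6 µM median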
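assay system = SV40-immortalized XiGFP fibroblast cells, line 68-5-11 | buffer or medium = DMEM plus 5-aza-dC sensitizer | doses = single-point pinned compound dosing | times = 3-day compound exposure, then 15 min fixation at room temperature | benchmarks = positive control ellipticine, 6 µM final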
CFTR F508del cor = correctors of CFTR F508del function in bronchial epithelial cells; CFBE cells, YFP halide quenching; stimulated with forskolin plus potentiator P3; % fluorescence drop versus neutral controls; activity (quench increase), % at 7.58 µM; 350,000 compounds, 0.36% hits; AID 720511;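 active means mean added fluorescence quench of at least 8% versus neutral control, with both replicates also reaching 8%; inconclusive means only one of the mean or replicate conditions met; inactive means mean below 8% and not both replicates reaching 8%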;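 further: cells transiently co-express mutant CFTR-F508del with the halide-sensitive YFP; corrector assay measuring rescue of mutant channel to the surface after 24 h compound exposure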
Casp6 inh = caspase-6 (human) enzyme inhibition. inhibition, % at 12.5 µM. AID 686996. 350,000 compounds, 0.53% hits. purified caspase-6, Z-VEID-R110 cleavage fluorescence. P55212;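 active means mean inhibition across replicates at least about 35%, with every replicate also reaching that limit, limit read from the data; inconclusive means only one of the two criteria met; inactive means neither criterion met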;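 further: 0% = median of neutral control wells and 100% = no fluorescence left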
GSIS activator = GLuc luminescence reporter in INS-1E cells, primary screen for activators of glucose-dependent secretion of insulin. 370,000 compounds, 0.61% hits. activation, % at 16.6 µM. INS-1E GLuc reporter insulin secretion, 2-3 h;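 active means lowest replicate activation of at least 40%, so every replicate reaches that level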;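 further: 0% = median of neutral control wells and 100% = median of IBMX positive control wells; some compounds called inactive have numbers as strong as hits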
RAD54 inh = inhibitors of human RAD54 branch migration; inhibition, % at 10.4 µM; 360,000 compounds, 0.14% hits; RAD54 Holliday junction branch migration, FAM/BHQ fluorescence;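 active means mean normalized replicate activity at least 40 and at least half of replicates scoring 40 or more; inconclusive means only one of the two criteria met; inactive means mean below 40 and under half of replicates reaching 40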;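 further: 0% = median of neutral control wells and 100% = median of positive control wells; inhibitors cause a drop in the FAM fluorescence signal; in these data hits start at about 50%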
E-selectin induc = E-selectin induction on HUVECs. P16581. HUVEC E-selectin immunofluorescence imaging; normalized: neutral wells 0, TNF-alpha wells 100. activation, % at 7.58 µM. 260,000 compounds, 0.37% hits. AID 686992;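 active means mean E-selectin-positive cell signal at least 10% of the positive control, reached in at least 60% of replicates, without over 20% cell loss; inconclusive means no rule given, readout overlaps actives, possibly toxicity-flagged; inactive means the rest, including those meeting only one limit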;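 further: in these data hits start at about 27%; measured in HUVEC primary endothelial cells; signal is the percent of cells scored E-selectin positive by PE staining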
Target sequence (P16581 whole entry, looked up): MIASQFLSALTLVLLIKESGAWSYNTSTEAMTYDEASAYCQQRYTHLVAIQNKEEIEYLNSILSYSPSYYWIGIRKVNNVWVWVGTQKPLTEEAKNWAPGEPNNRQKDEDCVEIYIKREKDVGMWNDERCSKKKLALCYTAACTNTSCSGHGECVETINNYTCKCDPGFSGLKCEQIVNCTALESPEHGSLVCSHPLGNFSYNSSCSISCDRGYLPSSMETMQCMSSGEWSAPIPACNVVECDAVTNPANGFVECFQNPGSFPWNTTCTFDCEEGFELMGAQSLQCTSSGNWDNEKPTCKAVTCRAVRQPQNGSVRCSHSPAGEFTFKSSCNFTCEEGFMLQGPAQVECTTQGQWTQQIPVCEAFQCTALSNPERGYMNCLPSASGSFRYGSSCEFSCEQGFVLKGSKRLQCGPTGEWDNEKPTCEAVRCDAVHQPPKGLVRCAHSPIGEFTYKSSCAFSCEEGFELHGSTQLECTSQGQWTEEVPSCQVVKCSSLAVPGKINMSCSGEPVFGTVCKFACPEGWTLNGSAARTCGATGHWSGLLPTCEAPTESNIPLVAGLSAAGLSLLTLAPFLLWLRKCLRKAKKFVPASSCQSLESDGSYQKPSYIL
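Assay system: HUVEC primary endothelial cells. Input: 3,000 HUVEC seeded per well. Doses: one compound dose added by pin transfer. Read-out basis: % PE-positive cells. Benchmarks: TNF-alpha high, DMSO low. Detection: immunofluorescence imaging. Buffer or medium: EGM-2, gelatin.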
The depositor's hits bear a star; ? = inconclusive; · = not tested or not shown. Not a hit list; about 3.7% have a hit in one of these screens.

SMILES | RAD52 inh | DENV2 CPE | Xi reactivation | CFTR F508del cor | Casp6 inh | GSIS activator | RAD54 inh | E-selectin induc
CCOC(=O)c1c(NC(=O)CC)sc(C(=O)NC2CCCC2)c1C | 5 | 9 | 0.1 | -1.6 | 3 | 4 | 2 | -0.2
O=C(CC1CCCC1)Nc1cccc(Br)c1 | -2 | -2 | 0.3 | -0.2 | 0 | -32 | 2 | 2.9
Cc1c(C2(O)CCCCC2)[nH]c2ncccc12 | 1 | -8 | 0.4 | 0.2 | -2 | -14 | -6 | -0.2
NS(=O)(=O)c1ccccc1NC(=S)Nc1ccccc1S(N)(=O)=O | -5 | -1 | -0.1 | -2.5 | 1 | 0 | -9 | -1.7
O=C(c1ccco1)N1CCN(Cc2cccc3ccccc23)CC1 | -7 | 11 | -0.1 | 0.1 | 7 | -4 | -5 | 3.1
C/C=C/c1ccc([C@@H]2[C@@H](CO)N3CCCCN(S(=O)(=O)c4cccc(C)c4)C[C@H]23)cc1 | -11 | ? | 0.0 | 2.4 | -1 | 9 | 7 | -0.2
O=[N+]([O-])c1ccc(CS(=O)(=O)N2CCN(c3ccccc3)CC2)cc1 | -12 | 0 | 0.1 | 1.8 | 0 | 7 | -1 | ·
CC(=O)C[C@H]1c2cc(C(F)(F)F)ccc2S(=O)(=O)N1Cc1ccccc1 | -18 | ? | -0.1 | -4.3 | 0 | -25 | -14 | -0.1
C[C@@H](C(=O)NCc1ccccn1)[C@H]1C[C@]1(C)[C@H](NC(=O)OCc1ccccc1)c1ccccc1 | -1 | -12 | 0.2 | -1.0 | 5 | · | -5 | -0.3
O=C(COC(=O)c1n[nH]c2ccccc12)c1ccc(F)c(F)c1 | -37 | -6 | -0.1 | 0.5 | 1 | -7 | -3 | ·
O=C(C(=O)N1CCN(c2ccccc2)CC1)c1ccco1 | -9 | -7 | -0.3 | 0.1 | -1 | 8 | · | 0.0
CCC(C)[C@H](NS(=O)(=O)c1ccc(C)cc1)C(=O)N1CCC(C(=O)N2CCC(C(=O)OC)CC2)CC1 (some centres undefined) | -4 | 82* | · | -1.0 | -2 | -9 | -13 | ·
CC(C)[C@@H](N)C(=O)NCC1CCC(C(=O)N[C@@H](Cc2ccccc2)C(=O)O)CC1 (some centres undefined) | -1 | -13 | 0.4 | 0.1 | 4 | -23 | -1 | ·
O=c1[nH]c(C(Cl)Cl)nc2sc3c(c12)CCN(Cc1ccccc1)C3 | 4 | 5 | -0.1 | -2.7 | -9 | -7 | · | -1.1
Cc1ccc(S(=O)(=O)NC(=O)C2(C)CCN2C(=O)Cc2ccc(Cl)cc2Cl)cc1 (centres undefined) | -15 | 3 | 0.0 | 1.6 | -1 | -3 | 5 | 0.0
Cc1ccc(OCCNC(=O)CNC(=O)c2ccc(C)c(C)c2)cc1 | -14 | -7 | 0.2 | -1.3 | 1 | -7 | -10 | 0.0
Cn1c(=O)c(C(=O)NCCCc2ccccc2)c(O)c2ccccc21 | -6 | -6 | 0.2 | -5.0 | 0 | 0 | -17 | ?
CCCCN(CC)CCNC(=O)c1nn(-c2ccc(OC)cc2)c(=O)c2c1c1ccccc1n2C | -6 | 2 | 0.5 | -7.0 | -3 | -9 | · | ·
COCCN1C=C(C(=O)OC)C(c2ccc(Cl)cc2)C(C(=O)OC)=C1 | 1 | 13 | 0.2 | 6.2 | 1 | 4 | · | ·
Cc1ccccc1NC(=O)Cc1nc(COC(=O)c2cc(Br)ccc2O)cs1 | -25 | -1 | 0.0 | -1.6 | 0 | 18 | 17 | ·
COc1ccc2nc(NC(=O)c3ccc([N+](=O)[O-])o3)sc2c1 | -8 | 21* | 0.0 | -4.4 | 7 | 3 | 2 | -0.3
Cc1cc(C)c(NC(=O)COc2cccnc2[N+](=O)[O-])c(C)c1 | -17 | 3 | 0.1 | 2.8 | 3 | · | -2 | ·
COC(=O)c1sc(NC(=O)COc2ccc(C)cc2)nc1C | -9 | -1 | · | -0.2 | -4 | 1 | 7 | ·
COc1ccc(C(=O)Nc2ccnn2C2CCN(Cc3cnn(C)c3)CC2)cc1 | 11 | -6 | 0.0 | 0.2 | -21 | 13 | -5 | ·
COc1ccc(OC)c(NC(=O)c2oc3ccccc3c2NC(=O)C2CC2)c1 | -11 | 1 | 0.4 | -2.9 | 2 | 14 | 13 | -0.6
COc1ccc(Oc2nc(-c3ccccn3)ncc2OC)cc1 | -19 | 10 | 0.0 | 3.8 | -6 | 45 | · | ·
CN1C(=O)CC(Sc2ccccc2C(=O)O)C1=O (centres undefined) | 4 | 1 | · | 1.4 | 35* | -14 | 2 | ·
C/C(=N\NC(=O)CN1CCCCC1)c1cccc([N+](=O)[O-])c1 | -2 | 12 | 0.0 | -2.4 | 1 | · | · | 5.3
Cc1noc(C)c1COC(=O)c1cc2c3ccccc3n(C)c2s1 | -27 | · | · | · | -1 | -2 | -8 | ·
Cc1cc(C)n(C(=O)C(C(=O)c2ccccc2)C(C)C)n1 (centres undefined) | -5 | 9 | 0.0 | 0.3 | 2 | · | · | ·
C[C@@H]1CCCCO[C@H](CN(C)C(=O)CCCN(C)C)[C@@H](C)CN([C@H](C)CO)C(=O)c2cc(NS(=O)(=O)c3ccc(Cl)cc3)ccc2O1 | 7 | 6 | 0.3 | -1.4 | -1 | -10 | 7 | 0.3
COc1ccccc1CNC(=O)C[C@@H]1C[C@@H]2c3cc(NC(=O)Nc4ccccc4F)ccc3O[C@@H]2[C@H](CO)O1 | 6 | · | 0.0 | -0.1 | -8 | 23 | 0 | 1.2
CCSc1ncc(Cl)c(C(=O)Nc2ccccc2Cl)n1 | -18 | 0 | 0.0 | -1.7 | 1 | 32 | -1 | 0.0
C[C@@H]1CN([C@H](C)CO)C(=O)c2cc(-c3ccncc3)cnc2O[C@H]1CN(C)C(=O)c1cccc(F)c1 | 8 | 3 | 0.3 | 0.9 | 2 | -2 | -10 | -0.1
Cc1ccc(S(=O)(=O)N(C)C[C@@H]2OCCCC[C@@H](C)Oc3ccc(NS(=O)(=O)c4ccc(Cl)cc4)cc3C(=O)N([C@H](C)CO)C[C@@H]2C)cc1 | 17 | ? | 0.0 | 2.7 | 3 | -20 | 8 | -0.1
C=CCN1C[C@H](COC(=O)c2ccc(C)c(C)c2)Oc2cccc(F)c2S1(=O)=O | -3 | -7 | 0.1 | 0.7 | 1 | 7 | · | 7.6
C[C@@H]1CN([C@@H](C)CO)S(=O)(=O)c2ccc(C3=CCCC3)cc2O[C@@H]1CN(C)C(=O)c1ccccc1 | 8 | 10 | -1.0 | 2.4 | 2 | -4 | 3 | -0.1
COc1ccc(C(=O)NCCc2c[nH]c3ccccc23)cc1OC | -6 | -1 | 0.0 | 0.3 | 0 | 2 | -1 | ·
CS(=O)(=O)Nc1ccc(C(=O)Nc2ccc3c(c2)OCO3)cc1 | -9 | -2 | 0.0 | -0.1 | -6 | 5 | · | ·
CCOC(=O)C1CCN(C(=O)CN2C(=O)NC(C)(c3ccc4cc(OC)ccc4c3)C2=O)CC1 (centres undefined) | -8 | -5 | 0.0 | -1.0 | 1 | -12 | 10 | 0.1
COc1ccc(C(=O)c2cc3cccc(OC)c3o2)cc1 | -7 | · | 0.8 | 0.0 | 0 | -1 | · | ?
O=C(COC(=O)c1ccc2[nH]c3c(c2c1)CCCC3)NC1CCS(=O)(=O)C1 (centres undefined) | -4 | 0 | -0.1 | 0.2 | 0 | 12 | · | ·
C[C@@H]1CN([C@H](C)CO)C(=O)c2cc(NC(=O)C3CCCCC3)ccc2O[C@@H](C)CCCCO[C@@H]1CN(C)C(=O)c1ccncc1 | · | · | -0.1 | -1.2 | · | -9 | · | -0.1
Cc1ccccc1-c1ccc2c(c1)[C@@H]1C[C@H](N(C)S(=O)(=O)c3ccc(Cl)cc3)[C@H]([C@H](C)O)CN1CC2 | -99 | -3 | 0.1 | -1.3 | -2 | 1 | · | -0.4
Nc1cccc2c1C(=O)N(Cc1nnc(-c3ccccc3Br)o1)C2=O | -80 | 4 | 0.4 | 2.0 | -2 | -5 | -11 | ·
CCC(=O)N(C)C[C@H]1Oc2cc(-c3cncnc3)ccc2S(=O)(=O)N([C@H](C)CO)C[C@@H]1C | -10 | -1 | -0.6 | 1.5 | -4 | 11 | -2 | 0.3
O=C(C[C@@H]1CC[C@H]2NC[C@H](O)COC[C@@H]2O1)Nc1ccccc1 | -7 | -1 | 0.2 | -2.0 | 2 | -6 | 3 | 0.2
CCOCCCNC(=S)N1CCN(C(=O)C(=O)Nc2ccc(C(=O)OC)cc2)CC1 | -9 | -7 | -0.1 | · | 0 | -21 | · | -2.0
COc1ccccc1N1CC(C(=O)Nc2cc(C(F)(F)F)ccc2N2CCCC2)CC1=O (centres undefined) | -3 | 5 | 0.0 | 4.0 | 0 | -37 | -12 | ·
Nc1nnc(CSCc2ccc(Cl)cc2Cl)s1 | -6 | · | 0.4 | 1.6 | 0 | -6 | 0 | ·
CN(C)CCCNc1ncnc2scc(-c3ccccc3)c12 | 5 | -4 | -0.1 | 1.0 | -4 | 5 | · | 2.6
C[C@@H]1CCCCO[C@@H](CN(C)C(=O)C2CCCCC2)[C@@H](C)CN([C@H](C)CO)C(=O)c2cc(NC(=O)Cc3ccccc3)ccc2O1 | 2 | 4 | 0.1 | -3.0 | -3 | -14 | 3 | -0.3
CCCc1cc(=O)oc2cc(C)cc(OCC(=O)NC(Cc3ccc(Cl)cc3)C(=O)O)c12 (centres undefined) | -23 | -1 | · | 0.6 | 4 | 12 | -5 | ·
O=C(NNC(=O)c1ccccc1F)c1ccc2nc[nH]c2c1 | -17 | -4 | 0.3 | -1.6 | 3 | 7 | 5 | ·
CCOC(=O)c1ccc(N2C(=O)C=C(N3CCOCC3)C2=O)cc1 | -15 | -4 | 0.0 | 0.2 | 0 | 6 | 8 | -0.1
Clc1cccc(C2Nc3cccc4cccc(c34)N2)c1Cl | -10 | 0 | 0.1 | -2.6 | 1 | · | 2 | 0.0
CC(=O)Nc1cccc(N(C(=O)C2COc3ccccc3O2)C(C(=O)NC2CCCCC2)c2cn(C)nc2C)c1 (centres undefined) | -14 | -1 | 0.0 | -1.8 | 0 | 9 | · | ·
Cc1ccccc1C(=O)Nc1c(C(=O)N(CCN(C)C)Cc2ccco2)oc2ccccc12 | -16 | -3 | 0.3 | -0.1 | -2 | 21 | 2 | ·
O=C1NCCCCC1NS(=O)(=O)c1cccc(C(F)(F)F)c1 (centres undefined) | -3 | 2 | -0.1 | -5.2 | 1 | 4 | 17 | -0.3
C[C@H](CO)N1C[C@H](C)[C@H](CN(C)C(=O)Nc2ccc3c(c2)OCO3)OCCCC[C@H](C)Oc2ccc(NC(=O)NC3CCCCC3)cc2C1=O | · | 3 | 0.6 | -2.0 | · | 3 | 16 | -0.2
